Screening data deposited in PubChem by NCI.
All columns: NCI-60 one-dose screen, growth in % after 48 h at 10 µM unless noted; 100 = growth as untreated, 0 = no growth, -100 = all killed.
SF-268: SF-268 CNS cancer cells; hit rate 3.1% among 82,000
HT29: HT29 colon cancer | hit rate 7.4% among 81,000 | AID 1794748
KM12: KM12 colon cancer cells; hit rate 5% among 82,000; AID 1794800
HCT-15: HCT-15 colon cancer | hit rate 5.2% among 82,000
SW-620: SW-620 colon cancer | AID 1794795 | hit rate 5.2% among 82,000
SNB-19: SNB-19 CNS cancer cells; hit rate 2.5% among 81,000; AID 1794751
HCC-2998: HCC-2998 colon cancer; hit rate 4.7% among 79,000; AID 1794799
SNB-75: SNB-75 CNS cancer. hit rate 5% among 79,000
HCT-116: HCT-116 colon cancer; hit rate 7.3% among 82,000; AID 1794798
An asterisk follows results filed as active; nt = not tested or not shown; & = joins results of further samples; [ ] = another dose, or the depositor's remark. Rule for the calls: active = growth percent below 10; inactive = the rest.

molecule	SF-268	HT29	KM12	HCT-15	SW-620	SNB-19	HCC-2998	SNB-75	HCT-116
CC1(C)CC[C@]2(C(N)=O)CC[C@]3(C)C(=CC[C@@H]4[C@@]5(C)C/C(=C/c6cccnc6)C(=O)C(C)(C)[C@@H]5CC[C@]43C)[C@@H]2C1	-5.1*[100 µM]	-36*[100 µM]	-37*[100 µM]	-66*[100 µM]	-32*[100 µM]	-90*[100 µM]	-73*[100 µM]	-18*[100 µM]	-48*[100 µM]
Cc1ccccc1NC(=O)/C(=N/N1C(=O)SCC1=S)N1CCOCC1	92	101	101	97	98	96	106	86	96
CN1CCN(Cc2ccc(NC(=O)c3cncc(C#Cc4cnc5ccc(OCC(F)F)nn45)c3)cc2C(F)(F)F)CC1	-57*	-66*	-54*	-57*	-49*	-32*	-67*	-95*	-84*
C/C=C(\C)C(C(=O)NC1CCCCC1)N(C(=O)C1CCc2cc(F)ccc2O1)c1ccc(F)cc1 (stereo not drawn)	96	98	109	100	95	98	100	89	100
Cc1cc(O)cc(-c2nn(C)cc2-c2cc(N3CCOCC3)nc(-c3cccnc3)n2)c1	45	17	29	23	38	34	63	1.5*	17
Brc1ccccc1-c1cn2c(ccc3ccccc32)n1	97	105	83	84	87	97	95	nt	85
COc1ccc(/C=C/C(=O)NC(CO)(CO)CO)cc1	95	93	101	101	92	110	96	84	103
Cc1cc(N(C)c2ccccc2)nc(N(C)c2ccccc2)n1	99	89	95	98	95	99	99	94	88
CC1CCOC(c2ccc(Cl)cc2Cl)O1 (stereo not drawn)	109	107	99	104	104	107	97	85	96
COc1ccc(-c2cn[nH]c2-c2cc(OC)c(OC)c(OC)c2)cc1OCc1ccccc1	27	85	15	24	27	41	35	5.9*	18
CC(=O)OCC1C(C)C=CC(C)C1COC(C)=O (stereo not drawn)	101&107	99&107	102&106	101&107	104&109	99&99	105&119	90&89	93&115
COc1ccc(-c2cc(C(=O)c3cc(C)c(C)cc3O)cn(NC(C)=O)c2=O)cc1	88	106	83	87	94	90	107	95	86

Next section
molecule	SF-268	HT29	KM12	HCT-15	SW-620	SNB-19	HCC-2998	SNB-75	HCT-116
C/C(=N\O)c1ccc(NC(=O)CCN2CCN(c3cc4c(cc3F)c(=O)c(C(=O)O)cn4C3CC3)CC2)cc1	95	94	98	95	109	100	102	84	109
CCOC(=O)c1c(C)oc2ncnc(Nc3ccc(OCc4cccc(C)c4)cc3)c12	106	87	96	99	101	100	114	106	91
Oc1ccc(-c2ccc3c(c2)ncn3-c2ccccc2)cc1	78	99	32	83	88	83	103	57	100
CC1(C)N=C(N)N=C(N)N1c1ccc(CCCCc2ccccc2)c(Cl)c1	20	-11*	-80*	21	20	21	-44*	18	14
NC1=NOC(=O)C1C1CCCCC1 (stereo not drawn)	114	108	107	99	98	111	96	104	100
CC(C)C(=O)NCCO	103	105	109	104	105	109	107	92	104
O=C(NCc1cn(Cc2cccc(Oc3ccccc3)c2)nn1)c1cccnc1Nc1ccc(Br)cc1	99	89	79	89	95	101	85	nt	81
CN(C)CCCC(C#N)(c1ccccc1)C1CCCCC1 (stereo not drawn)	95	90	112	100	109	99	nt	79	100
COc1ccc(C2CC(=O)NC2=O)cc1OC (stereo not drawn)	105	91	102	94	108	101	96	100	97
COc1ccc(/C=C/C(=O)CC2(O)C(=O)Nc3cc(Br)ccc32)cc1 (stereo not drawn)	97	101	94	89	95	94	104	105	78
O=S(=O)(Nc1ccc(Br)c(Cl)c1)c1ccc(-c2cnc(C3CC3)o2)cc1	50	-15*	34	21	19	35	46	-5.7*	20
CC1(C)NCCC[C@]2(C)[C@H]3CC=C4[C@@H]5C[C@](C)(COC(=O)c6ccccc6C(=O)O)CC[C@]5(C)CC[C@@]4(C)[C@]3(C)CC[C@@H]12	61	9.9*	55	44	67	69	73	75	16

Profiles, quoted from the list. Values in the order: SF-268, HT29, KM12, HCT-15, SW-620, SNB-19, HCC-2998, SNB-75, HCT-116
C/C=C(\C)C(C(=O)NC1CCCCC1)N(C(=O)C1CCc2cc(F)ccc2O1)c1ccc(F)cc1 (stereo not drawn) reads 96, 98, 109, 100, 95, 98, 100, 89, 100
CC1(C)CC[C@]2(C(N)=O)CC[C@]3(C)C(=CC[C@@H]4[C@@]5(C)C/C(=C/c6cccnc6)C(=O)C(C)(C)[C@@H]5CC[C@]43C)[C@@H]2C1 reads -5.1*[100 µM], -36*[100 µM], -37*[100 µM], -66*[100 µM], -32*[100 µM], -90*[100 µM], -73*[100 µM], -18*[100 µM], -48*[100 µM]
COc1ccc(/C=C/C(=O)CC2(O)C(=O)Nc3cc(Br)ccc32)cc1 (stereo not drawn) reads 97, 101, 94, 89, 95, 94, 104, 105, 78
Brc1ccccc1-c1cn2c(ccc3ccccc32)n1 reads 97, 105, 83, 84, 87, 97, 95, nt, 85

Continued:
molecule	SF-268	HT29	KM12	HCT-15	SW-620	SNB-19	HCC-2998	SNB-75	HCT-116
COc1ccc2c(c1)c1cc3ncccc3nc1n2C	77	64	70	69	41	79	90	70	43
Cc1nc([P+](c2ccccc2)(c2ccccc2)c2ccccc2)c(Sc2sc(-c3ccccc3)nc2[P+](c2ccccc2)(c2ccccc2)c2ccccc2)o1	18	4.5*	-0.5*	30	9.8*	16	15	-3.9*	3.8*
N#Cc1c(-c2ccc(Cl)cc2)nc(SCc2ccc([N+](=O)[O-])cc2)nc1N1CCNCC1	35	-72*	-47*	1.9*	-53*	52	-40*	28	-91*
Cc1ccc(-c2nc(N3CCN(C(=O)Nc4ccc(Cl)c(C(F)(F)F)c4)CC3)c3ccccc3n2)cc1	58	75	83	70	85	86	85	66	68
COc1ccc(-c2cnc3sc(C(=O)NNC(=O)c4ccc(C)cc4)c(C)n23)cc1	118	106	108	105	117	102	112	105	101
CC(C)(Cl)C1CCC(CC(Cl)(Cl)Cl)CC1 (stereo not drawn)	100	114	106	109	106	109	96	92	102
Cc1cc(=O)[nH]c(N=Nc2c(O)[nH]c3ccccc23)n1	105	106	108	109	110	103	107	105	104
Nc1nnc(-c2ccccc2)o1	97	100	102	105	108	98	88	108	106
Cc1cccc(C(=O)O)c1N	93	100	99	113	95	97	103	80	103
CCOC(=O)n1cc(-c2nonc2-c2cn(C)c3ccc(OC)cc23)c2cc(F)ccc21	83	71	78	69	81	76	92	70	77
O=C(Nc1ccc(I)cc1F)c1cc(Br)ccc1O	7.2*	30	-7.0*	0.5*	7.4*	19	15	-26*	-8.6*
CN1CCN(/C=C2\CC(C(=O)NCc3ccc(Cl)cc3Cl)NC2=O)CC1 (stereo not drawn)	98	99	103	108	98	100	101	106	110

Next part:
molecule	SF-268	HT29	KM12	HCT-15	SW-620	SNB-19	HCC-2998	SNB-75	HCT-116
CCn1c2ccc(Br)cc2c2c3c(c4c5ccccc5ccc4c21)C(=O)N(C(=O)OC(C)(C)C)C3=O	99	61	91	73	95	99	113	104	83
O=C(CBr)c1cccc([N+](=O)[O-])c1	96	108	99	107	99	103	129	63	109
O=C(N/N=C/c1ccc2c(c1)CCC2)c1cccc(O)c1	109	108	105	99	104	107	99	98	111
N#Cc1ncc(-c2ccc(F)nc2F)c(NC2CCCCCC2)n1	96	93	107	87	112	99	104	72	83
Oc1ccc(CCC2CCCCC2)c(O)c1	89	108	109	98	99	98	106	63	100
Clc1ccc(C2CC(c3ccc(Nc4ccnc5cc(Cl)ccc45)cc3)=NN2c2ccc(Cl)cc2)cc1 (stereo not drawn)	95	85	89	97	96	85	105	92	86
CCOC(=O)C#Cc1c(C(=O)OCC)nnn1Cc1ccc(C(F)(F)F)cc1	87	5.1*	89	-17*	-24*	86	102	62	31
NC(Cc1c[nH]c2ccccc12)C(=O)O (stereo not drawn)	101&105	97&110	109&108	104&107	96&111	104	101&103	80&94	87&91
c1ccc(-c2nnc3oc(-c4cccs4)nn23)cc1	97	109&122	97&109	85&86	106&105	103&109	107&116	91&90	78&88
COC(=O)N1C2c3ccccc3C(c3ccccc32)N1C(=O)OC	104	94	95	109	103	102	105	97	90
COc1cc(C2CC(c3ccc(C)cc3)=NN2C=O)ccc1OCCN(C)C (stereo not drawn)	90	84	101	76	97	93	98	62	89
COC(=O)/C(CCC=C(C)C)=C1\[C@@H](OC(C)=O)C[C@@]2(C)[C@H]1C[C@@H](OCCC#N)[C@H]1[C@@]3(C)CC[C@@H](O)[C@@H](C)[C@@H]3CC[C@@]12C	70	52	58	47	66	82	90	77	30

Results in SNB-75 and SW-620, for 3 of the compounds above:
SMILES | SNB-75 | SW-620
c1ccc(-c2nnc3oc(-c4cccs4)nn23)cc1 | 91&90 | 106&105
COC(=O)N1C2c3ccccc3C(c3ccccc32)N1C(=O)OC | 97 | 103
COc1cc(C2CC(c3ccc(C)cc3)=NN2C=O)ccc1OCCN(C)C (stereo not drawn) | 62 | 97

(list continues)
molecule	SF-268	HT29	KM12	HCT-15	SW-620	SNB-19	HCC-2998	SNB-75	HCT-116
O=S(=O)(Nc1cc(F)cc(Cl)c1)c1ccc(-c2cnc(C3CC3)o2)cc1	59	4.9*	29	25	12	30	55	-22*	28
C#CCOc1cc(/C=N/Nc2nc(-c3ccc(Cl)cc3)cs2)ccc1O	93	93	90	89	94	96	112	90	84
CCCNC(=O)c1ccccc1O	97	108	93	104	100	106	98	93	106
O=C(CCc1nnc(Cn2cnc3nc[nH]c3c2=O)o1)c1nc2ncccc2[nH]1	96	92	105	104	96	95	105	93	97
O=C(c1c[nH]c2ccccc12)c1n[nH]c(=S)n1C1CCCCC1	90	90	84	99	97	103	105	83	93
CCOC(OCC)c1ccc(-n2c(N)c(C#N)cnc2=S)c2c1OC2=NC=C(C#N)C#N	107	106	114	107	103	124	nt	79	106
CCOC(=O)C(C#N)C(C)CC (stereo not drawn)	101	94	105	101	107	103	108	94	99
